Source: PubChem BioAssay
HIF act = HIF pathway transcriptional activation | activation, % at 7.5 µM (by protocol) | 300,000 tested, 0.32% active | U2OS HRE-luciferase reporter, luminescence; normalized: DMSO 0%, desferrioxamine 100%;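 active = mean activation of at least 10% of the iron chelator positive control signal, with at least half of replicates also reaching 10%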
MrgX1 PAM = human MrgX1 positive allosteric modulation, primary screen | MrgX1-HEK293, Fluo-4 calcium flux, FDSS; stronger effect = higher value | AID 588675 | B-score at 10 µM | 310,000 tested, 0.63% active | Q96LB2;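 active = plate-corrected calcium response at least 3 library SD above typical, normal starting fluorescence, not activating the receptor alone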;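 note: compound read alongside a low EC10 to EC30 dose of BAM8-22 agonist; peak minus trough fluorescence over baseline measured at the second addition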
Target sequence (Q96LB2 whole entry, looked up): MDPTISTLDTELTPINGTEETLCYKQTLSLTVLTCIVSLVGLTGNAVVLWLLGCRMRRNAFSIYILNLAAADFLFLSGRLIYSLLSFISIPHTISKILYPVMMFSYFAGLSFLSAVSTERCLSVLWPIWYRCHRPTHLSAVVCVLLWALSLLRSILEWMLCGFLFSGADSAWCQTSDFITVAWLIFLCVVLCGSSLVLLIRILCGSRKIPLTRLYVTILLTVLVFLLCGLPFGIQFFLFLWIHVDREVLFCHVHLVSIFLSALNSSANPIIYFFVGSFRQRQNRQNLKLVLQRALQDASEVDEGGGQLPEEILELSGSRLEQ
MrgX1 antagonist = human MrgX1 receptor antagonism, primary screen; Q96LB2; MRGX1-HEK293 calcium flux, Fluo-4, BAM8-22 antagonism; stronger effect = lower value; B-score at 10 µM; 310,000 tested, 1.3% active; AID 588676;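 active = calcium-response B-score plate-corrected more than 3 library SD below zero, starting fluorescence within 5 deviations, no agonist response on first addition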;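 note: peak minus trough fluorescence over baseline after final BAM8-22 challenge near maximal dose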
Platelet DG rel = platelet dense granule release activity; human platelet-rich plasma, SFLLRN dense granule ATP release, luminescence; inhibition, %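 (compounds screened at 7.5 µM in platelet-rich plasma)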; 300,000 tested, 0.22% active; AID 1663;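 active = mean replicate score, as percent of positive control, at or above 50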
TRPC6 inhibitor = mouse TRPC6 channel inhibition. AID 2553. B-score at 10 µM. HEK293-TRPC6, membrane potential dye, ACh-evoked depolarization; stronger effect = lower value. 310,000 tested, 1.1% active;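 active = B-score under library mean minus 3 SD, initial fluorescence not abnormally high, positive integrated signal ratio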;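 note: B-score derived from integrated fluorescence ratio over the kinetic read; more negative B-score means stronger inhibition of depolarization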
TRPC4 inh = TRPC4 (mouse) channel inhibition; B-score at 10 µM; AID 2247; HEK293 TRPC4beta/mu-opioid, DAMGO-evoked Fluo4 calcium flux; stronger effect = lower value; 300,000 tested, 0.39% active; Q9QUQ5;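 active = B-score over 3 SD under the library average, no early fluorescence shift, positive overall ratio signal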
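Assay system: TRPC4beta/mu-opioid receptor HEK293 cell line; compound dosing: single concentration per test compound; detection: Fluo4 Ca2+ flux fluorescence; evaluation: per-well B score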
SKKanGAS inh = inhibitors of SKKanGAS S. pyogenes growth in kanamycin (SK-promoter or general growth effect); 300,000 tested, 1.3% active; inhibition, % at 7.5 µM; AID 1662; BacTiter-Glo, 6 h;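 active = mean replicate score, as percent of positive control median, at least 50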;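 note: strain carries kanamycin resistance gene driven by streptokinase promoter and grows in 40 µg/ml kanamycin; loss of luminescence reflects streptokinase promoter inhibition or plain growth inhibition; 0% = median of DMSO wells and 100% = positive control at its reference dose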
TRPC6 activator = mouse TRPC6 channel activation; HEK293-TRPC6 membrane potential dye fluorescence; stronger effect = higher value; B-score at 10 µM; 310,000 tested, 0.13% active; AID 2550;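 active = B-score of the integrated fluorescence ratio above library mean plus 3 SD, and starting fluorescence ratio within library mean plus 5 SD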;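 note: higher score means more depolarization so channel activation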
MrgX1 agonist = human MrgX1 receptor agonism, primary screen; B-score at 10 µM; 310,000 tested, 0.44% active; MrgX1-HEK293 cells, Fluo-4 calcium fluorescence, agonist mode; stronger effect = higher value; Q96LB2;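 active = calcium response B-score plate-corrected fluorescence ratio at least 3 library SD, with starting fluorescence B-score inside 5 SD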
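Material – MrgX1-expressing HEK293 cells · Input – 15,000 cells seeded per well · Dosing – compound as first of three additions · Times – overnight seeding, then 1 h dark dye loading · Measured by – kinetic Fluo-4 NW fluorescence of intracellular calcium · Read-out – B-scored fluorescence response ratio · Benchmarks – positive and negative control wells on each plate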
RGS4 block = inhibitors of human RGS4. 310,000 tested, 0.45% active. HEK293 M3R/RGS4 inducible, Fluo-4 calcium flux; stronger effect = higher value; triggered by carbachol at its EC20. P49798. B-score at 10 µM;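 active = B-score, a plate-corrected calcium signal, over three deviations above library mean, with baseline fluorescence within five deviations of library mean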;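 note: RGS4 expression induced by doxycycline in cells with stable M3 receptor; B-score is computed from the integrated fluorescence ratio over baseline after carbachol; higher B-score means a larger calcium signal and so more RGS4 inhibition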
Target sequence (P49798 whole entry, looked up): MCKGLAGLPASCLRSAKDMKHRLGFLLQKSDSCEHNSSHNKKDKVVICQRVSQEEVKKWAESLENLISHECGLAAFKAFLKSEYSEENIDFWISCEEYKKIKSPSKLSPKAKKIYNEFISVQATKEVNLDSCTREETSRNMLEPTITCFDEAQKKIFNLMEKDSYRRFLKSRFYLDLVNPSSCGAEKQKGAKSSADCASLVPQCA
RGS4 pot = RGS4 potentiation or activation | AID 463111 | HEK293 M3R/inducible RGS4, carbachol calcium flux Fluo4; stronger effect = lower value | B-score at 10 µM | 310,000 tested, 0.92% active;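 active = B-score of the integrated calcium signal more than 4 SD below the library mean, with starting fluorescence not abnormally high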;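 note: negative B-score means reduced calcium response which marks RGS4 activation or potentiation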
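Reagent: ECmax carbachol challenge; Test system: M3R-expressing HEK293 line, RGS4 induced by doxycycline; Schedule: overnight RGS4 induction, 30 min dye load 37 °C, 20 min compound RT; Detection: calcium dye Fluo4 fluorescence; Read-out: Agonist-evoked peak-minus-minimum fluorescence over baseline, integrated ratio, B score.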
* marks the source's active call; other numbers are inactive results; i = inactive; x = no result given.

SMILES | HIF act | MrgX1 PAM | MrgX1 antagonist | Platelet DG rel | TRPC6 inhibitor | TRPC4 inh | SKKanGAS inh | TRPC6 activator | MrgX1 agonist | RGS4 block | RGS4 pot
O=C(Nc1ccc2c(c1)OCCO2)C(c1ccc(F)cc1)N1CCCCC1 (stereo not drawn) | 0.6 | i | i | 0 | i | i | 0 | i | i | i | i
Cc1cccc(C)c1NC(=O)c1c(-c2ccccc2)noc1C | -0.8 | i | i | -6 | i | i | -3 | i | i | i | i
CCCOc1ccc(C2CC(=O)Nc3cc(OC)c(OC)cc32)cc1 (stereo not drawn) | -2.1 | i | i | 1 | i | i | 7 | i | i | i | i
O=S(=O)(NCCc1cn2ccccc2n1)c1cccs1 | 0.8 | i | i | 4 | i | i | -4 | i | i | i | i
CC1=NN(c2ccc(C(F)(F)F)cn2)C(=O)C1 | 0.3 | i | i | 5 | i | i | 5 | i | i | i | i
O=C1CC(N2CCN(c3cccc(C(F)(F)F)c3)CC2)C(=O)N1c1ccccc1 (stereo not drawn) | 0.1 | i | i | 4 | i | i | 11 | i | i | i | i
O=C(Cc1cccs1)Nc1ccc(-c2nnc(-c3ccco3)o2)cc1 | 0.9 | i | i | 0 | i | i | -11 | i | i | i | i
O=C(Cn1c(C(=O)OCCO)cc2ccccc21)c1ccccc1 | -0.3 | i | i | -10 | i | i | -4 | i | i | i | i
CCOC(=O)c1cc(CC)sc1NC(=O)C1CC1 | -0.8 | i | i | -22 | i | x | -10 | i | i | i | i
O=C(COc1ccc(F)cc1Cl)Nc1ccc(S(=O)(=O)Nc2nccs2)cc1 | 2.8 | i | i | 8 | i | i | 25 | i | i | i | i
O=C(c1ccc(CS(=O)c2cccc(Cl)c2)o1)N1CCN(C2CCCCC2)CC1 (stereo not drawn) | 0.1 | i | i | -4 | i | i | 19 | i | i | i | i
CC(OC(=O)CCCc1c[nH]c2ccccc12)C(=O)Nc1ccc(S(N)(=O)=O)cc1 (stereo not drawn) | 0.1 | i | i | -1 | i | i | 2 | i | i | i | i
COc1ccc(CCNCC(O)c2ccccc2)cc1 (stereo not drawn) | -1.0 | i | i | 6 | i | i | 0 | i | i | i | i
O=C(NC(=S)Nc1cccc(Cl)c1N1CCCCC1)c1ccc2c(c1)OCCO2 | 0.8 | i | i | -2 | i | i | 61* | i | i | i | i
Cc1ccc(NC(=O)c2cc(C)nc3ccccc23)c(Br)c1 | -3.7 | i | i | 11 | i | i | 7 | i | i | i | i
COC(=O)C1=C[C@@H](C(=O)OC)[C@@H]2C3=C(C(=O)[C@@]2(C)NC(=O)c2ccccc2)[C@H](c2ccccc2)[C@@H]2C(=O)NC(=O)[C@@H]2[C@@H]3C1 | -2.0 | i | i | 1 | i | i | 7 | i | i | i | i
C/C(=N\Nc1c(Cl)c(Cl)nc(C(=O)O)c1Cl)c1ccc(O)cc1 | -0.4 | i | i | 7 | i | i | 8 | i | i | i | i
COc1cccc(C(=O)/C=C/Nc2ccc(NC(C)=O)cc2)c1 | 2.1 | i | i | 35 | i | i | -3 | i | i | i | i
COc1cc(C(=O)Nc2ccc3c(c2)Cc2ccccc2-3)cc(OC)c1OC | 0.7 | i | i | 5 | i | i | -3 | i | i | i | i
CCCCn1c(CCC)nc([N+](=O)[O-])c1Sc1ccc(Cl)cn1 | -0.5 | i | i | -4 | i | i | -4 | i | i | i | i
CCn1cc(S(=O)(=O)NCc2ccccc2Br)cn1 | -0.2 | i | i | 11 | i | i | -8 | i | i | i | i
O=C(COC(=O)c1ccccc1C(=O)N1CCN(c2ccccc2)CC1)Nc1ccc(F)cc1 | 1.6 | i | i | -3 | i | i | 4 | i | i | i | i
COc1ccc(-c2cc(=O)n(-c3ccc([N+](=O)[O-])cc3)[nH]2)cc1 | 0.4 | i | i | -2 | i | i | 25 | i | i | i | i
N#CCCN=C(NS(=O)(=O)c1ccccc1)c1ccccc1 | -0.3 | i | i | -43 | i | i | 6 | i | i | i | i
CN(C)c1ccc2c3c(ccc(N(C)C)c13)C(=O)OC2 | -0.7 | i | i | -9 | -6* | i | -10 | i | i | i | i
O=C(NC1CCN(Cc2ccccc2)CC1)c1ccc(CS(=O)c2ccc(F)cc2)o1 (stereo not drawn) | -0.5 | i | i | -1 | i | i | 4 | i | i | i | i
Cc1ccc(S(=O)(=O)Nc2ccc(-c3nc4ccc(C)cc4s3)cc2)cc1 | 1.6 | i | i | x | i | i | 6 | i | i | i | i
COc1ccc(-c2ccc([C@H]3[C@H]4C=CC[C@@H](C)[C@@H]4C(=O)N3Cc3ccccc3)c(F)c2)cc1 | -2.7 | i | i | 9 | i | i | 41 | i | i | i | i
COc1ccc2c(=O)c(C(=O)O)c(-c3ccc4c(c3)OCO4)n(C)c2c1 | -0.6 | i | i | -42 | i | i | 2 | i | i | i | i
COc1ccc(S(=O)(=O)N2CCN(C)CC2)cn1 | -0.1 | i | i | -4 | i | i | -9 | i | i | i | i
CSc1cccc(NC(=O)CCC(=O)O)c1 | -0.1 | i | i | -2 | i | i | 5 | i | i | i | i
CCN1C(=O)/C(=C/c2cccs2)N(C)C1=S | -0.1 | i | i | -2 | i | i | -6 | i | i | i | i
CS(=O)(=O)c1ccccc1COC(=O)Nc1ccc(Cl)cc1 | 0.4 | i | i | 10 | i | i | -9 | i | i | i | i
C/C=C/C=C/[C@H]1Cc2cc(O)cc(O)c2O1 | -0.1 | i | i | -5 | i | i | 8 | i | i | i | i
CC(=O)Nc1ccc(NC(=O)CSc2ncnc3sc(C)c(C)c23)cc1 | 0.5 | i | i | 8 | i | i | 4 | i | i | i | i
Cc1cccc(C(=O)N2CCc3cc(-c4nc(NC(=O)CN5CCCC5)sc4C)ccc32)c1 | 0.4 | i | i | 9 | i | i | 9 | i | i | i | i
NC(=O)c1ccccc1NC(=O)c1ccc2ccccc2c1 | 1.5 | i | i | 7 | i | i | -2 | i | i | i | i
COc1ccc([N+](=O)[O-])cc1N(CC(O)CN1CCOCC1)S(=O)(=O)c1ccccc1 (stereo not drawn) | -0.2 | i | i | 4 | i | i | -5 | i | i | i | i
CCSC(=O)NC1CCCCC1 | -0.2 | i | i | -4 | i | i | -10 | i | i | i | i
COc1ccc(OCC(=O)N2CCN(C(=O)c3cccs3)CC2)cc1 | -21 | i | i | -2 | i | i | 5 | i | i | i | i
CSc1ccccc1OCc1cc(C(=O)N2CCN(c3ncccn3)CC2)no1 | 0.6 | i | i | -2 | i | i | 18 | i | i | i | i
CCN(C(=O)c1ccnn1C)c1ccccc1 | -0.7 | i | i | -45 | i | i | -3 | i | i | i | i
COc1ccc(/C=N/N=C2/NC(=O)C(c3ccccc3)S2)c(OC)c1 (stereo not drawn) | 0.5 | i | i | 1 | i | i | 10 | i | i | i | i
Cc1nnc(N2C(=O)c3ccc(Br)cc3C2=O)s1 | -5.1 | i | i | 1 | i | i | -2 | i | i | i | i
O=C1NC2(CCCCC2)C(=O)N1/N=C/c1ccccc1Br | 1.5 | i | i | -3 | i | i | -6 | i | i | i | i
O=C(Nc1ccccc1N1CCOCC1)C1CCN(S(=O)(=O)c2cccc(C(F)(F)F)c2)CC1 | 0.1 | i | i | -3 | i | i | 6 | i | i | i | i
O=C(CNC(=O)Cc1ccccc1)N=Nc1c(O)n(Cc2ccc3c(c2)OCO3)c2ccccc12 | -0.2 | x | x | 5 | i | i | 5 | i | x | i | i
COc1ccc(CN(C)C(C)C(=O)NC2CCCc3ccccc32)cc1 (stereo not drawn) | 0.2 | i | i | 1 | i | i | 1 | i | i | i | i
COC(=O)CSc1ccc(S(=O)(=O)N2CCOCC2)cc1[N+](=O)[O-] | 0.0 | i | i | -2 | i | i | 8 | i | i | i | i
COc1ccc(/C=C2\CCCCC2=O)cc1 | 0.4 | i | i | 5 | i | i | -1 | i | i | i | i
COc1ccc(C)cc1N(C(=O)c1ccccc1)c1nc2ccccc2s1 | -0.1 | i | i | 0 | i | i | -1 | i | i | i | i
CC(C)C(=O)Nc1nnc(SCC(=O)NC2CC2)s1 | -0.8 | i | i | 0 | i | i | 3 | i | i | i | i
COCCn1c(NCc2ccco2)nc2c1c(=O)[nH]c(=O)n2C | -0.1 | i | i | -3 | i | i | -7 | i | i | i | i
CCCn1c(SCC(=O)NCc2ccc(OC)cc2)n[nH]c1=O | -0.5 | i | i | 23 | i | i | -3 | i | i | i | i
Cc1cc2c(ccc3[nH]onc32)n1 | 3.2 | i | i | -2 | i | i | -5 | i | i | i | i
CCOC(=O)C1CCN(C(=O)Cn2cc(C#N)c3ccccc32)CC1 | -0.4 | i | i | 2 | i | i | -2 | i | i | i | i
CN=C1S/C(=C\c2ccc(N3CCOCC3)cc2C)C(=O)N1C | 0.2 | i | i | 1 | i | i | 38 | i | i | i | i
COc1ccccc1CNC(=O)c1ccccc1NC(=O)C1=C(C)OCCS1 | 0.3 | i | i | 7 | i | i | -1 | i | i | i | i
CCC(C)n1c(=S)[nH]c2c(sc3ccc([N+](=O)[O-])cc32)c1=O (stereo not drawn) | -0.2 | 9.2* | i | 9 | i | i | -5 | i | i | i | i
CCn1c(SCC(=O)c2ccc(OC)cc2)nnc1C1CC1 | 1.4 | i | i | 13 | i | i | -4 | i | i | i | i

Remaining list, next part
SMILES | HIF act | MrgX1 PAM | MrgX1 antagonist | Platelet DG rel | TRPC6 inhibitor | TRPC4 inh | SKKanGAS inh | TRPC6 activator | MrgX1 agonist | RGS4 block | RGS4 pot
COCCN(C(=O)C1=COCCO1)c1c(N)n(Cc2ccccc2)c(=O)[nH]c1=O | -0.5 | i | i | 2 | i | i | -1 | i | i | i | i
COC(=O)CSc1nc(NC(C)C)nc(N(C)C)n1 | -0.2 | i | i | 2 | i | i | 11 | i | i | i | i
CCOc1ccc(N2CC(C(=O)NNC(=O)c3ccc(Br)cc3)CC2=O)cc1 (stereo not drawn) | -0.1 | i | i | -5 | i | i | -2 | i | i | i | i
COc1ccc(OCCCN(C)Cc2ccccc2)cc1 | -0.5 | i | i | 6 | i | i | 9 | i | i | i | i
Cc1ccc(N(C(=O)CCC(=O)Nc2cc(C)on2)C(C(=O)NC2CCCC2)c2ccncc2)cc1 (stereo not drawn) | -2.4 | i | i | 4 | i | i | -1 | i | i | i | i
